# cardiac RTF act: cardiac RTF calcium sensitization; P19429+P45379; IANBD-labeled TnC RTF fluorescence at EC20 calcium; 0% EC20 calcium, 100% full calcium; actives 0.24% (n = 340,000); activation, % at 7.2 µM;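 active = activation above the mean over all tested compounds plus 3 SD, cut at about 30% in these data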;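 note: rise in fluorescence read as greater calcium sensitivity of cardiac thin filaments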
# MOR-DOR ag: agonists of human mu-delta opioid receptor heterodimerization; cells, OPRM1-OPRD1 heterodimerization, luminescence; actives 0.3% (n = 340,000); P35372+P41143; activation, % at 9.3 µM; in the data active = activation above about 18%;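 note: 0% = vehicle-treated cells and 100% = reference agonist; values of inactives mirror those of a sister screen read the other way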
# Wnt bcat act: Wnt/beta-catenin pathway activation. activation, % at 9.35 µM. AID 743398. actives 1.2% (n = 300,000). Wnt/beta-catenin reporter cell assay, activator, plate reader; in the data active = activation above about 30%, passing the limit was not always enough;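 note: 0% = neutral control wells and 100% = positive control wells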
# Keap1-Nrf2 PPI: Keap1-Nrf2 (human) interaction inhibition; actives 0.15% (n = 340,000); Keap1 Kelch-Nrf2 peptide fluorescence polarization, 1536-well; Q14145; AID 504523; inhibition, % at 9.4 µM; in the data active = inhibition above about 12%;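 note: human Keap1 Kelch domain with fluorescein labeled Nrf2 9mer peptide probe; 0% = neutral control wells and 100% = peptide positive control; higher means more block of Keap1 binding to Nrf2 peptide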
# Cardiac RTF inh: cardiac RTF calcium desensitization | IANBD-labeled cardiac RTF, Ca2+ fluorescence | inhibition, % at 7.15 µM | actives 0.12% (n = 340,000);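 active = inhibition above the mean inhibition of all tested compounds plus 3 SD, cut at about 17% in these data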;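 note: assay run at fixed EC70 calcium of 1.6 mM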
# V-ATPase pHluor: yeast V-ATPase proton transport regulation by pHLuorin; S. cerevisiae, pHLuorin cytosolic pH fluorescence; response, % at 10 µM; actives 0.37% (n = 350,000); AID 504577; in the data active = response mostly above about 7.3%, no sharp cut-off; inactive = mostly below about 5.4%; note: actives read high; inactives centre near 0; some compounds called inactive have numbers as strong as hits; reference of the scale not given here
# C-LANA FP: blocks KSHV LANA C-terminal domain binding to DNA | inhibition, % at 9 µM | actives 0.078% (n = 340,000) | MBP-C-LANA/FAM-LBS DNA binding, fluorescence polarization;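 active = highest replicate inhibition at or above 60% at 9 µM, even if other replicates fall short; inactive = all replicates below 60% inhibition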;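 note: 0% = neutral control wells and 100% = 4 µM acridine orange control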
# Arrestin-AP2 inh: human beta-arrestin and AP2 interaction inhibition | inhibition, % at 10 µM | actives 0.31% (n = 340,000) | FITC-arrestin peptide / GST-AP2 beads, flow cytometry; AP2 beta2 appendage carries R879A mutation | AID 504490;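 active = inhibition above a set limit, near 3 SD of compounds lacking own fluorescence, cut at about 54% in these data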;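 note: plate controls were DMSO wells for no effect and 5 µM unlabelled arrestin peptide for full effect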
#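 Measured by: flow cytometry, FL1 (488/535 nm); Material: AP2 appendage R879A on GSH beads; Evaluation: percent response; Timing: pre-incubation 12 min, peptide binding 1 h, room temperature; Also added: 50 nM FITC-arrestin peptide; Medium: PBS with 0.05% Tween 20 and 0.1% BSA.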
# Pemphigus Ab inh: inhibitors of pemphigus antibody binding to human desmoglein-3; DSG3-coupled beads, scFv-anti-DSG3-GFP binding, flow cytometry; stronger effect = lower value; binding (percent of control), % at 10 µM; actives 0.48% (n = 310,000); AID 588358;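 active = binding more than 3 SD below its plate's average and above zero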;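 note: hits lower antibody fragment binding to DSG3; some compounds called inactive have numbers as strong as hits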
# Target sequence (P32926 whole entry, looked up, the tested form may be a part): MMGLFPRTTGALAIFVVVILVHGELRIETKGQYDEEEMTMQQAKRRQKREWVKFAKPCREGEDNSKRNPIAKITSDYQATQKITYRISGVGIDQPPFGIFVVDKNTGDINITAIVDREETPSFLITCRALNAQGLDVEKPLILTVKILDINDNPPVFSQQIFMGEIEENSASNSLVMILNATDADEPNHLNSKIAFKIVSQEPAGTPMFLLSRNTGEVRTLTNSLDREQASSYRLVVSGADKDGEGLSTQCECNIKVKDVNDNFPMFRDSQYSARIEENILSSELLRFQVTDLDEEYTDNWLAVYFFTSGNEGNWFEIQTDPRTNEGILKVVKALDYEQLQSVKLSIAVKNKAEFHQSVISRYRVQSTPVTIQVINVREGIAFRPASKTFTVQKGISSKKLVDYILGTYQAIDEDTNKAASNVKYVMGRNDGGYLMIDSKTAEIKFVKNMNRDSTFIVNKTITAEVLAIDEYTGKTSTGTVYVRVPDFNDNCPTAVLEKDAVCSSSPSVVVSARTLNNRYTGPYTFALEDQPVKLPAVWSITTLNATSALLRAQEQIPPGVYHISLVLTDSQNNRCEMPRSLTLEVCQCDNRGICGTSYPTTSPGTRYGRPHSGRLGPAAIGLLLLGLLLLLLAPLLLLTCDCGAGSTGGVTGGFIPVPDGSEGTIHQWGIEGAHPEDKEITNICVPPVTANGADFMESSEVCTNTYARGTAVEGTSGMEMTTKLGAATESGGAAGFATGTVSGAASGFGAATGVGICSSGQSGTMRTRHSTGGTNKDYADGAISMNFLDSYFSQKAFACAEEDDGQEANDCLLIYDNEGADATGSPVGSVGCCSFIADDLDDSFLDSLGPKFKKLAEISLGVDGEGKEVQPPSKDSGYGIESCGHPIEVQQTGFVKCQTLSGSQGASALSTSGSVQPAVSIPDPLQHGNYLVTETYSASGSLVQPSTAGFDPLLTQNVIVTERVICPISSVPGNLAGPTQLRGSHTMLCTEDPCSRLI
# MOR-DOR inv ag: inverse agonists of human mu-delta opioid receptor heterodimerization; P35372+P41143; cell-based MOR-DOR heterodimer luminescence, inverse agonism; inhibition, % at 9.3 µM; actives 0.21% (n = 340,000); AID 504357; in the data active = inhibition above about 22%, passing the limit was not always enough;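 note: 0% = cells with DMSO and 100% = wells without cells with DMSO; values of inactives mirror those of a sister screen read the other way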
# Numbers without * were called inactive; x = no result given.
SMILES,cardiac RTF act,MOR-DOR ag,Wnt bcat act,Keap1-Nrf2 PPI,Cardiac RTF inh,V-ATPase pHluor,C-LANA FP,Arrestin-AP2 inh,Pemphigus Ab inh,MOR-DOR inv ag
Cc1n[nH]c(C)c1S(=O)(=O)N1CCCC(C(=O)Nc2ccc(Br)cc2)C1 (stereo not drawn),1.0,-0.9,-3.0,-2.6,-6.4,0.8,-0.9,-2.8,101.6,4.8
CC(C)(C)CC(=O)Nc1ccc(S(=O)(=O)NC2=NCCCCC2)cc1,-6.5,-1.6,-5.5,-1.5,-1.1,-6.5,0.9,-1.8,93.1,8.4
CCOc1ccc2oc(C(=O)NNC(=O)c3ccccc3O)c(C)c2c1,-1.4,-0.3,-3.7,-5.2,-7.6,-1.3,-0.2,-8.8,107.1,1.9
Cc1ncc(CO)c2c1Oc1nc(-c3ccccc3)nc(SCC(=O)N3CCOCC3)c1C2,-6.1,1.2,-2.5,-2.6,1.2,-3.3,-2.5,26.3,x,-6.3
CC(=O)N1CCN(C(=O)CC2OC(=O)c3ccccc32)CC1 (stereo not drawn),-0.4,-1.2,x,-6.7,-5.1,0.1,2.0,-16.7,99.9,5.4
CCN(c1ccc(OC)cc1)S(=O)(=O)c1ccc(-c2cc(C)no2)s1,3.0,-0.3,-1.6,-8.4,0.6,1.9,-3.1,-3.8,111.0,1.7
O=C(NCC1CCCO1)c1cccc(NC(=O)c2ccco2)c1 (stereo not drawn),-0.3,1.3,1.8,-2.1,-8.9,1.2,1.5,1.8,x,-5.8
COc1ccc(NC(=O)N2CCN(c3ccc([N+](=O)[O-])cc3)CC2)cc1,-4.9,-2.7,-1.1,5.0,-3.5,-0.6,-0.3,-10.8,94.7,15.6
COc1ccccc1NS(=O)(=O)c1ccc(/C=C/C(=O)N2CCN(C(C)=O)CC2)cc1,3.0,-2.5,2.4,-1.9,4.0,-0.5,0.3,22.6,103.3,9.8
Cc1ccc(NC(=O)CN2CCCCCC2)cc1[N+](=O)[O-],6.7,1.4,20.8,-5.7,-11.6,-2.2,-1.7,-9.1,100.1,-7.0
CCn1nc(C)c(/C=N/NC(=O)CSc2ccccn2)c1C,x,x,-0.2,x,x,2.6,x,12.2,115.6,x
O=C(Cc1ccc(-n2cccc2)cc1)N1CCN(c2ccccc2F)CC1,-4.0,0.3,x,3.1,-7.1,2.2,2.1,27.4,96.5,-1.4
COc1ccc(CC(=O)Oc2ccccc2C)cc1S(=O)(=O)N1CCOCC1,-2.1,0.0,-1.6,0.1,-2.5,1.8,1.0,-11.4,112.0,0.2
Cc1ccc(C2(CCNS(=O)(=O)c3ccc(C)cc3)CCOC(C(C)C)C2)cc1 (stereo not drawn),0.6,4.0,x,-5.3,-12.8,-3.0,-0.1,-6.1,95.8,-25.2
O=C(NCC(=O)N(c1cccnc1)C(C(=O)NC1CCCCC1)c1cccnc1)c1ccco1 (stereo not drawn),4.4,-0.4,x,2.0,-11.9,-2.9,1.5,1.0,104.8,2.3
Cc1ccc(S(=O)(=O)Nc2cc(=O)[nH]c(SCC(=O)Nc3cccc(C)c3)n2)cc1,1.9,-1.6,6.3,-7.9,-7.5,3.0,-1.4,34.4,98.2,8.1
CCCn1c(N)c(C(=O)CSc2nnc(-c3cccnc3)n2-c2ccc(C)cc2C)c(=O)[nH]c1=O,6.5,2.8,-2.6,-8.6,0.5,2.5,0.2,9.4,x,-15.4
CCCc1ccc(OC(=O)c2cccs2)cc1,-1.6,2.8,x,-5.0,-0.4,4.2,0.6,-7.2,101.0,-14.1
Cc1ccc(-c2nnc(SCC(=O)Nc3ccc(S(=O)(=O)N4CCCCCC4)cc3)o2)cc1,4.5,5.5,x,-3.2,-1.8,3.5,0.8,-0.9,105.1,-29.9
COc1ccccc1-n1cnnc1SCC(=O)Nc1nc(C)c(Cl)cc1Cl,0.0,-0.3,x,-0.7,6.0,-1.7,2.6,0.1,102.1,1.5
O=C(Oc1coc(CSc2nnc(NC(=O)C3CC3)s2)cc1=O)c1c(F)cccc1F,6.9,-1.9,-0.4,-1.8,-8.1,-3.6,-1.9,28.5,85.9,9.9
CC(Sc1nc2ccccc2c(=O)n1Cc1ccco1)C(=O)c1ccccc1 (stereo not drawn),3.5,-2.0,x,0.2,-1.9,3.6,-0.3,23.4,96.3,11.6
Cc1c(C(=O)O)oc2c1ccc1ccccc12,-5.5,-1.9,-4.4,-1.8,-8.8,2.7,0.4,5.5,86.8,10.8
COc1ccc2c(c1)c(=O)c(C(=O)c1ccccc1)cn2Cc1ccccc1,7.7,-1.7,3.3,-6.3,-1.4,2.3,-1.7,3.0,114.0,8.2
CCOC(=O)Cn1cc(C=O)c2ccccc21,-0.6,-3.2,-8.8,-4.8,-1.4,4.1,-0.2,-2.3,103.3,15.9
COc1ccc2cc(-c3ccccc3)c(=O)oc2c1,3.3,-1.2,41.7*,-5.3,-3.9,-1.3,-0.8,-22.4,102.0,6.2
COc1ccc(C(=O)O)cc1S(=O)(=O)N(C)CCc1cccnc1,6.8,-1.7,0.4,-1.5,0.4,3.0,0.3,2.8,101.3,7.1
Cc1ccccc1NC(=O)CC1c2ccccc2CC(C)(C)N1C (stereo not drawn),1.4,0.0,0.7,0.6,-18.0,0.2,0.9,-11.2,94.5,0.0
CC(C)CNC1=C(C(=S)Nc2ccccc2)C(=O)CC(C)(C)C1,-4.6,-2.1,6.4,-0.6,4.9,-1.5,0.8,22.6,x,10.0
CSCCCNC(=S)N1CCN(c2ccc(C(C)=O)cc2)CC1,5.0,-1.8,-0.8,1.8,-6.3,0.3,-1.6,-14.2,102.3,9.4
CSCCC(NC(=O)c1ccccc1Cl)C(=O)NCCOc1ccccc1 (stereo not drawn),-0.5,-0.4,-7.7,-2.9,-5.2,0.1,1.0,9.7,99.2,2.6
CC(OC(=O)C1CCN(S(=O)(=O)c2ccc(C(C)(C)C)cc2)CC1)C(=O)N(C)C1CCCCC1 (stereo not drawn),1.5,-2.9,-3.4,-4.1,-0.3,-0.5,0.6,1.5,x,10.9
O=C1CN(C(=O)c2ccco2)c2ccccc2N1,-0.2,-1.9,-1.9,-1.6,-5.1,4.7,0.5,6.6,101.0,10.4
Cn1c(/C=N/NC(=O)c2ccccc2Br)nc2ccccc21,0.3,0.5,-2.8,-0.6,-5.2,-2.5,-0.8,9.4,124.9,-2.8
Cc1ccc(S(=O)(=O)NCC(=O)Nc2cccc([N+](=O)[O-])c2)cc1,2.7,-0.6,-2.0,1.4,-0.5,-1.0,-0.6,-4.5,90.1,3.2
COc1cc(C(O)C(=O)O)ccc1O (stereo not drawn),6.3,-1.3,0.8,-4.4,-1.6,4.6,-3.9,7.4,98.6,7.0
COc1ccc(/C=N/NC(=O)C2CC2)c(OC)c1OC,4.8,0.9,-3.6,-0.6,5.2,-2.0,-1.8,-0.5,112.0,-3.1
COC(=O)c1[nH]c2ccccc2c1NC(=O)c1ccccc1F,x,x,1.2,x,x,-2.8,x,5.4,110.7,x
CCc1ccc2c(c1)C1(NN=C(c3ccccc3)S1)C(=O)N2 (stereo not drawn),-1.6,0.0,x,-0.8,4.8,0.9,0.2,-1.3,106.9,0.2
COc1cccc(OC)c1C(=O)NC(=S)Nc1ccc2c(c1)C(=O)N(C)C2=O,7.5,-0.7,-1.9,-3.5,-0.6,-0.1,3.0,6.1,112.9,3.9

# Quoted from the listing (two entries):
SMILES,cardiac RTF act,MOR-DOR ag,Wnt bcat act,Keap1-Nrf2 PPI,Cardiac RTF inh,V-ATPase pHluor,C-LANA FP,Arrestin-AP2 inh,Pemphigus Ab inh,MOR-DOR inv ag
CC(OC(=O)C1CCN(S(=O)(=O)c2ccc(C(C)(C)C)cc2)CC1)C(=O)N(C)C1CCCCC1 (stereo not drawn),1.5,-2.9,-3.4,-4.1,-0.3,-0.5,0.6,1.5,x,10.9
O=C1CN(C(=O)c2ccco2)c2ccccc2N1,-0.2,-1.9,-1.9,-1.6,-5.1,4.7,0.5,6.6,101.0,10.4

# More results
SMILES,cardiac RTF act,MOR-DOR ag,Wnt bcat act,Keap1-Nrf2 PPI,Cardiac RTF inh,V-ATPase pHluor,C-LANA FP,Arrestin-AP2 inh,Pemphigus Ab inh,MOR-DOR inv ag
Cn1c(=O)c(C(=O)NNC(=O)c2ccccc2F)c(O)c2ccccc21,0.9,0.0,-2.2,-0.1,0.6,3.4,0.3,1.0,104.6,0.2
CSc1ccc(CNc2ccc(Cl)cc2)cc1,-1.9,7.0,-1.0,1.4,2.8,x,-0.8,-2.3,84.7,-39.0
COC(=O)c1ccccc1NC(=O)Nc1cc(C)ccn1,-0.2,1.7,1.7,-2.7,-6.2,1.5,2.3,-10.8,83.6,-12.2
NCCCC[C@H]1CN=C(N)N1CCc1cccc2ccccc12,2.8,-2.7,0.1,-5.3,-2.2,-1.5,-0.9,-5.0,107.1,15.6
CC1=C(c2ccccc2)C(O)(c2ccccc2)C(C)C1=O (stereo not drawn),-4.2,-0.9,-2.6,0.4,-3.4,2.1,0.4,37.8,117.8,4.7
CN1CCN(c2ccccc2NC(=O)c2cccc(OCc3ccccc3)c2)CC1,-2.9,0.8,x,-2.3,8.1,4.5,-0.1,27.4,86.6,-4.4
O=C(COC(=O)/C=C/c1cccc(Br)c1)NC1CC1,0.8,-2.5,2.0,6.2,-6.0,-1.4,0.7,15.5,104.8,9.6
CSc1nc2nccc(-c3ccc(-c4ccccc4)cc3)n2n1,-2.5,9.4,x,-2.5,-20.3,-3.4,0.9,-2.8,96.4,-53.3
CCOc1ncccc1C(=O)OCC(=O)Nc1cc(S(=O)(=O)N2CCCCC2)ccc1Cl,-0.3,0.7,1.9,-3.9,-6.5,-0.5,-2.7,-3.5,103.7,-2.6
COc1ccc2nc(NC(=O)CS(=O)(=O)c3ccc(C)cc3)sc2c1,3.7,2.5,3.0,-1.8,-11.5,1.8,2.0,4.8,90.8,-19.9
COc1ccc(CCNC(=O)CSC2=Nc3ccccc3C3=NC(C(C)C)C(=O)N23)cc1OC (stereo not drawn),0.9,-4.1,0.6,-2.3,1.3,-3.1,1.1,12.8,x,21.2
COc1ccc(OC)c(N(CC(=O)Nc2ccc(NC(C)=O)cc2)S(C)(=O)=O)c1,-0.3,0.6,-5.7,-2.2,-0.6,-1.9,0.6,5.6,100.6,-3.4
COc1ccc(-c2ccc(-c3noc(-c4ccccc4C)n3)c(OC)n2)cc1,-0.6,-0.2,x,-5.1,-10.8,2.0,0.3,-3.5,94.0,1.2
COc1ccc2[nH]c3c(c2c1)CCNC3=O,2.4,-3.4,-5.4,-1.4,-11.3,0.9,1.3,1.9,98.5,18.1
Cc1c(CCOC(=O)CC23CC4CC(CC(C4)C2)C3)sc[n+]1CC(=O)c1ccccc1,6.7,-4.2,-3.4,-5.9,-12.7,0.1,-1.2,19.8,108.8,19.5
C#CCn1c(=NC(=O)c2cccs2)sc2cccc(OC)c21,0.2,-1.4,12.7,1.6,-0.1,0.5,1.3,7.2,102.0,8.2
CCOCC(=O)Nc1cc(C(=O)NCCc2ccccc2)ccc1Cl,1.6,-1.9,11.5,-8.4,-12.7,-2.5,0.4,-3.4,108.8,10.1

# This is a random part of the collection; overall some 3.1% were active at least once.
